Assay outcomes: PubChem BioAssay, NMMLSC
Bim-Mcl-1 = disrupts Bim peptide binding to human Mcl-1 | Q07820 | Bead-based flow cytometry, Bim peptide-Mcl-1 binding | inhibition, % at 10 µM | hit rate 0.1% among 190,000;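 further: 0% = no compound tracer wells and 100% = peptide blocker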
ABCB1 inh = blocks JC-1 efflux by human ABCB1 transporter. CCRF-Adr cells, flow cytometry. inhibition, % at 6.6 µM. hit rate 0.067% among 190,000; in the data active means inhibition above about 40%;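 further: 0% = vehicle and 100% = reference inhibitor; higher value means more JC-1 retained so stronger ABCB1 efflux block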
ABCG2 block = human ABCG2 inhibition, ABCB1 as counter-screen; IgMXP3 cells, JC-1 efflux, flow cytometry; inhibition, % at 6.6 µM; hit rate 0.1% among 190,000; Q9UNQ0;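 active means inhibition above 80%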;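 further: 0% = DMSO and 100% = nicardipine control wells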
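Test system: IgMXP3 (ABCG2) plus far-red-tagged CCRF-Adr (ABCB1) cells / Amount: 3 million cells/mL in well / Reagent: JC-1 transporter substrate / Timing: 10 min compound exposure, 25 °C / Signal: flow cytometry, 530 nm JC-1 signal / Read-out: percent efflux inhibition, scaled nicardipine 100% to DMSO 0% / Benchmarks: nicardipine as high control, DMSO as low control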
Bim-Bfl-1 = human Bim-Bfl-1 interaction inhibition. Bead-based flow cytometry, Bim-Bfl-1 binding inhibition. inhibition, % at 10 µM. hit rate 0.12% among 190,000;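 further: 0% = wells without compound plus tracer and 100% = blocker peptide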
RGS7-Gao = human RGS7-Galphao interaction regulation; P09471; hit rate 0.35% among 220,000; binding response (% of control), % at 10 µM; AID 1439; Multiplexed bead flow cytometry, RGS7-Galphao binding; actives lie on both sides; in the data active means binding response below about 49% or above about 150%; inconclusive means no clear call, values can overlap the other calls; inactive means in between;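 further: fluorescent Galphao held in activated GDP-AlF4 state binding bead-coupled RGS7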
Target sequence (P09471 whole entry, looked up): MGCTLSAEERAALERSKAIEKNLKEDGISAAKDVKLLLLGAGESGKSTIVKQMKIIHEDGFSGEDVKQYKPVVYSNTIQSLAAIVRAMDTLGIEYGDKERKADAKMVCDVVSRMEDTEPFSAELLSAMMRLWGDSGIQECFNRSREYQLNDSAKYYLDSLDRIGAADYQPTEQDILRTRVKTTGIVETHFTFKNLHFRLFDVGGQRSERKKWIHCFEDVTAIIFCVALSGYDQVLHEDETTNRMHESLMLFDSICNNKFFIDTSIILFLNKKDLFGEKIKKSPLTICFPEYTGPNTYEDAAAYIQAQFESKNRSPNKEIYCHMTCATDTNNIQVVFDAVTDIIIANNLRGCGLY
Bcl-2 Bim block = human Bim-Bcl-2 interaction inhibition; inhibition, % at 10 µM; hit rate 0.06% among 190,000; Bead-based flow cytometry, Bim peptide-Bcl-2 binding; AID 950; in the data active means inhibition above about 40%; inconclusive means no clear call, values can overlap the other calls;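 further: 0% = no compound wells with probe peptide and 100% = reference peptide inhibitor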
Bcl-B Bim block = disrupts Bim peptide binding to human Bcl-B | Q9HD36 | bead-based flow cytometry | inhibition, % at 10 µM | hit rate 0.073% among 190,000;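 further: 0% = tracer peptide without compound and 100% = reference inhibitor peptide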
Target sequence (Q9HD36 whole entry, looked up): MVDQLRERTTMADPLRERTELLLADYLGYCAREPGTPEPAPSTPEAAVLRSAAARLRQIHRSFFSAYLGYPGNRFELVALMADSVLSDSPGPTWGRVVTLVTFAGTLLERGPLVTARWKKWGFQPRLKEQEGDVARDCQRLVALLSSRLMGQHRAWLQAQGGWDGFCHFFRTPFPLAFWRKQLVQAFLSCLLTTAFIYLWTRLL
RGS8-Gao reg = regulators of human RGS8-Galphao interaction; response (percent of control binding), % at 10 µM; hit rate 0.34% among 220,000; P09471; multiplexed bead flow cytometry, RGS8-Galphao binding; actives lie on both sides; in the data active means response below about 60% or above about 140%; inactive means in between;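 further: Galphao activated as the GDP aluminium fluoride complex binding bead-coupled RGS8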
Bim-Bcl-XL = inhibitors of Bim-Bcl-XL interaction, human; Q07817; Bim peptide-Bcl-XL binding, bead flow cytometry, fluorescence; inhibition, % at 10 µM; hit rate 0.04% among 190,000; AID 1007
Target sequence (Q07817 whole entry, looked up): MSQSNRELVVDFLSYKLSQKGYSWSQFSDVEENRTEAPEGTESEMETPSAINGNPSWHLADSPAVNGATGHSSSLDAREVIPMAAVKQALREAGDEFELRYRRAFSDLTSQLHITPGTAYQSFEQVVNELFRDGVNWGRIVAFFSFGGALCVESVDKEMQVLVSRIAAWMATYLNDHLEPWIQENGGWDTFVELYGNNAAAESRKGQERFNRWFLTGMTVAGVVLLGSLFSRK
RGS4-Gao reg = human RGS4-Galphao interaction regulation | P09471 | Multiplexed bead flow cytometry, RGS4-Galphao binding; actives lie on both sides | binding response (% of control), % at 10 µM | hit rate 0.33% among 220,000 | AID 1415; in the data active means binding response below about 49% or above about 150%; inactive means in between;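 further: fluorescent Galphao activated with aluminum fluoride binding bead-coupled RGS4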
Bcl-W Bim block = inhibitors of Bim-Bcl-W interaction, human; inhibition, % at 10 µM; bead-based flow cytometry, Bim peptide-Bcl-W binding; hit rate 0.02% among 190,000;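 further: 0% = bound tracer without compound and 100% = peptide blocker; higher means less fluorescent Bim peptide bound to Bcl-W beads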
Target sequence (Q92843 whole entry, looked up): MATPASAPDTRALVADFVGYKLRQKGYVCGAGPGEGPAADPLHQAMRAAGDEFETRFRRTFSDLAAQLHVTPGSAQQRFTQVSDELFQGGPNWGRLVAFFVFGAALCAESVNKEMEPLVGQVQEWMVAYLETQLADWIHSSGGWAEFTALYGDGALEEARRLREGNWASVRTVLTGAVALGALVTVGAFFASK
* marks the source's active call; other numbers are inactive results; ? = inconclusive; / = no result given. Unless noted, no stated cut-off is given here; in the data, active means inhibition above about 40%.

SMILES	Bim-Mcl-1	ABCB1 inh	ABCG2 block	Bim-Bfl-1	RGS7-Gao	Bcl-2 Bim block	Bcl-B Bim block	RGS8-Gao reg	Bim-Bcl-XL	RGS4-Gao reg	Bcl-W Bim block
Cc1cccc(OCc2nnc(SCc3cc(=O)n4cc(Br)ccc4n3)o2)c1	0	-0.2	-2	0	88	-3	-2	98	1	83	1
COc1ccccc1NC(=O)CN1CCC(C(=O)c2ccc(F)cc2)CC1	1	0.8	5	0	92	-2	-3	91	0	95	-2
OCCNCCCCOc1ccc(OCc2ccccc2)cc1	-4	-0.8	-3	2	104	-5	-6	102	-3	104	-1
O=C(N/N=C/c1oc(O)c2ccccc12)c1ccccc1	-3	0.8	3	5	?	1	2	99	0	104	1
O=C1CC(c2ccccc2)CC(O)=C1C=Nc1ccc(Cl)cc1 (stereo unspecified)	-3	0.5	5	-5	96	0	-5	98	-4	96	-4
COCCn1c(C)cc2c(c1=O)C(c1ccccc1F)C(C#N)=C(N)O2 (stereo unspecified)	0	0.1	0	-3	100	-4	-1	101	1	103	-1
CN(Cc1ccccc1)C(=O)c1ccccc1Br	-3	0.2	0	-2	103	-4	-5	103	-7	100	-3
CC1(C)CC(=O)C=C(NCc2ccncc2)C1	-5	0.4	4	-7	103	-3	-4	99	0	101	-4
Cc1cc2c(c(=O)o1)C(C(C)C)C(C#N)=C(N)O2 (stereo unspecified)	2	0.1	0	-12	96	-6	-4	100	-1	95	2
CCN(Cc1cnn(C)c1)C(=O)c1ccc(OC2CCN(S(=O)(=O)N(C)C)CC2)cc1	-2	0.7	1	-3	102	-1	-5	107	-3	99	-2
C/C(=N\NC(=O)c1ccc(Br)cc1)C1C(=O)c2ccccc2C1=O	0	-0.4	2	-2	100	-2	-3	98	1	102	0
CC(=O)NCC(=O)N(c1c(C)n(C)n(-c2ccccc2)c1=O)C1(C(=O)NC2CCCC2)CCCCC1	-5	0.0	-1	-14	99	-10	-12	100	-4	96	-3
C#CCOC(=O)Nc1cccn(Cc2c(Cl)cccc2Cl)c1=O	-2	1.3	6	-2	98	-3	-2	101	-2	101	-1
COc1cccc(Cn2cc(N)cn2)c1	-4	0.9	2	0	100	0	-1	99	-4	103	-4
O=C(NCc1ccccc1)C(c1ccco1)N(C(=O)c1cnccn1)c1ccc(F)cc1 (stereo unspecified)	-4	1.2	5	0	101	-1	1	99	-4	100	0
COc1ccc2nc(NC(=O)CSc3nc(C)cc(=O)[nH]3)sc2c1	-1	-0.2	0	-5	103	-7	-6	101	-2	101	0
CC(=O)CCC(=O)NCCc1ccccc1F	-2	0.1	1	-5	100	-5	-4	98	0	98	3
Cc1ccc(-c2nc(SCC(N)=O)c(C#N)c3c2CCCC3)cc1	-5	0.0	25	-16	101	-13	-13	99	-8	101	-2
COc1ccc([N+](=O)[O-])cc1N(CC(=O)NC(C(C)C)C(C)C)S(C)(=O)=O	-1	0.7	2	-7	104	-5	-5	108	-1	105	-2
C/C(=N/O)c1ccc(Oc2cnccn2)cc1	0	0.9	2	-5	?	0	-4	107	-3	103	-1
Cc1ccc(NC(=S)NCc2ccc3c(c2)cc(C)n3C)c(C)c1	0	-0.4	-1	-11	101	-3	-11	111	-7	104	-3
Cc1cccc2cc(CN(CC3CCCO3)C(=S)Nc3ccccc3)c(=O)[nH]c12 (stereo unspecified)	-4	-0.4	-2	-3	98	2	0	103	-4	98	-3
CC(C)Cn1c(=O)c(C(=O)N/N=C/c2cccc(F)c2)c(O)c2ccccc21	-2	-0.5	-2	0	106	4	0	108	-2	106	2
O=c1c2ccccc2nnn1Cc1ccccn1	-1	0.9	3	-5	103	0	-2	102	0	103	0

Next section (two carried over from the part before).
SMILES	Bim-Mcl-1	ABCB1 inh	ABCG2 block	Bim-Bfl-1	RGS7-Gao	Bcl-2 Bim block	Bcl-B Bim block	RGS8-Gao reg	Bim-Bcl-XL	RGS4-Gao reg	Bcl-W Bim block
CC(C)Cn1c(=O)c(C(=O)N/N=C/c2cccc(F)c2)c(O)c2ccccc21	-2	-0.5	-2	0	106	4	0	108	-2	106	2
O=c1c2ccccc2nnn1Cc1ccccn1	-1	0.9	3	-5	103	0	-2	102	0	103	0
CCc1cc2c(=O)c(-c3nc4ccccc4n3C)c(CCCC(=O)O)oc2cc1OC(=O)C(C)(C)C	1	0.5	4	-4	104	-1	0	104	-1	101	-1
CCc1nc(SCC(=O)c2cccs2)c2oc3ccccc3c2n1	3	0.5	3	-9	101	0	-2	99	-1	100	0
CC(Oc1ccc(Cl)cc1Cl)C(=O)Nc1cccnc1 (stereo unspecified)	-2	0.9	2	1	104	19	-4	102	3	98	0
CC(NC(=O)/C(=C\c1ccco1)NC(=O)c1ccccc1Br)C(=O)O (stereo unspecified)	/	0.3	0	/	101	?	/	99	/	106	/
Cc1ccc(/C=N/NC(=O)c2nc3nc(C)cc(C)n3n2)cc1	0	0.8	2	-7	105	-3	-3	101	-3	100	-3
CN(C)S(=O)(=O)N1CCN(C(=O)N2CCCCC2)CC1	-4	0.7	1	-10	98	-9	-9	98	-5	98	-2
Cc1nc([N+](=O)[O-])cn1CC(=O)Nc1ccc2c(c1)OCO2	-2	0.0	10	-5	?	-1	-4	101	-3	101	0
Cc1cc(N)n2nc(C(F)(F)F)nc2n1	-1	0.2	4	-2	95	0	-4	98	-1	100	-1
COc1ccccc1OCC(O)Cn1c(=N)n(CCN2CCCCC2)c2ccccc21 (stereo unspecified)	-2	-0.2	0	-12	96	-8	-11	100	-5	101	0
O=C(Nc1ccccc1Cl)NC1(C(=O)N2CCCCC2)CCCCC1	5	0.1	2	0	104	2	-1	105	-2	105	0
CCN1C2=C(C(=O)CCC2)C(c2ccc(O)cc2)C2=C1CCCC2=O	-5	0.7	1	-2	94	-1	5	96	0	89	-4
O=C(c1cccc(Cl)c1)N1CCN(C2CCCCCC2)CC1	-3	0.5	16	-17	101	-9	-9	100	-13	99	-2

In the list so far, these have an NH in an aromatic ring.
SMILES	Bim-Mcl-1	ABCB1 inh	ABCG2 block	Bim-Bfl-1	RGS7-Gao	Bcl-2 Bim block	Bcl-B Bim block	RGS8-Gao reg	Bim-Bcl-XL	RGS4-Gao reg	Bcl-W Bim block
COc1ccc2nc(NC(=O)CSc3nc(C)cc(=O)[nH]3)sc2c1	-1	-0.2	0	-5	103	-7	-6	101	-2	101	0
Cc1cccc2cc(CN(CC3CCCO3)C(=S)Nc3ccccc3)c(=O)[nH]c12 (stereo unspecified)	-4	-0.4	-2	-3	98	2	0	103	-4	98	-3

(more compounds)
SMILES	Bim-Mcl-1	ABCB1 inh	ABCG2 block	Bim-Bfl-1	RGS7-Gao	Bcl-2 Bim block	Bcl-B Bim block	RGS8-Gao reg	Bim-Bcl-XL	RGS4-Gao reg	Bcl-W Bim block
O=C(C1CC(c2ccc(F)cc2)=NO1)N1CCN(c2ccccc2)CC1 (stereo unspecified)	-4	0.4	-1	-2	103	-7	-4	97	-2	101	-4
CCN1/C(=C/c2ccc3cc(C)ccc3[n+]2CC)Sc2cc(C)c(C)cc21	30	5.2	47	39	144	40*	-26	80	19	113	14
Cc1ccc(NC(=O)CCNC(=O)c2ccco2)cc1	-4	0.2	11	-3	99	-1	-2	100	-3	101	-3
Cc1cc(C(=O)N/N=C/c2cc(Br)cc(Br)c2OC(=O)c2cccc(F)c2)n[nH]1	-2	0.1	1	-3	101	-5	-4	101	-1	104	-1
O=C(O)CCC(=O)Nc1ccc(C(=O)OCC(=O)c2ccc(Cl)cc2Cl)cc1	0	0.4	-1	-8	104	-2	-2	107	-2	103	-2
CCn1cc(Br)c(C(=O)NC(C)c2ccccc2)n1 (stereo unspecified)	-2	1.0	4	-15	99	-9	-11	101	2	102	-3
O=C(Nc1ccc2nsnc2c1)c1ccc2c(c1)OCO2	-2	-0.6	2	-14	97	-9	-16	99	-12	101	-2
CC(=O)Nc1cc(ON=C(C)C)cc([N+](=O)[O-])c1	-3	0.9	21	0	97	-2	-6	111	-3	98	-1
CC(CCc1ccccc1)NC(=O)c1ccc2nc(N3CCOCC3)sc2c1 (stereo unspecified)	1	1.0	5	-3	109	0	0	103	0	104	0
NNC(=O)CNS(=O)(=O)c1ccc([N+](=O)[O-])cc1	2	0.1	2	1	112	2	3	108	-1	106	7
Cc1nnc(SCc2ccon2)n1-c1ccccc1	-5	0.7	6	0	97	0	-3	102	0	102	-1
CN1c2ccccc2-c2nc3ccccc3n2C1c1ccco1 (stereo unspecified)	-2	1.0	3	0	100	-3	-5	101	-2	102	-3
CC(=O)CCS(=O)(=O)c1ccc(Oc2ccc(S(=O)(=O)CCC(C)=O)cc2)cc1	-5	0.1	1	-2	99	-2	-4	100	-6	101	-4
O=C(COC(=O)CCCN1C(=O)c2cccc3cccc(c23)C1=O)Nc1cccc(Br)c1	-12	0.5	-4	-2	106	-9	-15	119	-14	108	-6
CCS(=O)(=O)Nc1ccc(C2=NN(S(=O)(=O)c3ccc(F)cc3)C(c3ccco3)C2)cc1 (stereo unspecified)	-3	3.4	6	-10	106	-9	-8	100	-3	113	-2
O=C(CS(=O)(=O)c1ccc(Cl)cc1)NCCS(=O)(=O)c1ccc(Cl)cc1	-3	-0.9	-2	-3	100	-3	-4	108	-2	97	4
C=CCc1cccc2cc(C(=O)N3CCN(c4ccccn4)CC3)c(=O)oc12	-2	0.2	0	-9	99	-4	-8	104	-3	99	-1
COC(=O)c1cc2nc(-c3ccccc3)cc(C(F)(F)F)n2n1	-1	0.7	4	-1	/	0	-2	/	-1	/	-1
COc1ccc(S(=O)(=O)N2CCCCCC2)cc1C(=O)OCC(=O)Nc1cc(C)on1	-1	0.9	7	-1	95	-2	0	100	2	99	-1
c1cnc(NC2CCCCCC2)nc1	-2	0.9	9	0	100	0	0	99	-1	98	-1
O=S(=O)(c1ccc(Cl)c(C(F)(F)F)c1)N1CCN(c2ccccn2)CC1	-3	0.9	4	-5	101	0	-2	104	-2	104	-1
COc1cc(/C=C(\C#N)C(=O)c2c(C)[nH]c3ccccc23)cc(OC)c1OC	0	1.1	22	-6	105	-5	-4	104	-7	103	-3
COc1ccc(-c2nc(C#N)c(NCc3ccc(C)cc3)o2)cc1OC	-2	0.4	5	-2	101	-4	0	100	0	100	-1
Cc1nn(C)c(N)c1-c1ccccc1	-3	0.7	2	-6	105	-2	-7	104	-2	104	-2
CCC(Sc1nc2c(cnn2-c2ccc(Cl)cc2)c(=O)[nH]1)C(=O)OC (stereo unspecified)	-2	0.3	5	-10	101	-8	-7	103	-2	106	3
COc1ccc(S(=O)(=O)N2CCCCCC2)cc1C(=O)OCC(=O)NCC(C)C	0	0.8	3	-2	79	-3	0	87	0	78	-3
Cc1c(C(=O)C(=O)N2c3ccccc3CC2C)c2ccccc2n1C (stereo unspecified)	0	1.0	6	-4	97	-1	-2	104	0	103	0
S=C1NC(c2ccccc2)=CC(c2ccccc2)N1 (stereo unspecified)	0	0.1	10	6	?	2	-15	97	0	98	0
COC(=O)c1sc2cc([N+](=O)[O-])cc(SCC(C)C)c2c1N	-5	61*	154*	0	113	-5	-18	101	-8	115	-7
Cc1c(C(=O)O)sc2nc3n(c(=O)c12)CCC(C)CC3 (stereo unspecified)	-2	0.9	4	2	102	2	-2	102	-4	104	-5
COc1ccc(-c2noc(CCC(=O)NCc3cccnc3)n2)cc1OC	0	-0.3	9	-3	100	-9	-9	100	-1	100	4
COc1ccccc1C(c1nnnn1Cc1ccccc1)N1CCN(C2CCCC2)CC1 (stereo unspecified)	-1	0.7	1	-2	103	-10	-3	102	-5	100	-2
